# Screens as filed in PubChem.
# IP6K1 inh – blocks human inositol hexakisphosphate kinase 1; IP6K1 kinase, ADP-Glo luminescence, 2 h; stronger effect = lower value; activity change, % (series mostly up to about 58 µM); 0.81% of 140,000 active; in the data active = activity change below about -25%
# Target sequence (Q92551 whole entry, looked up): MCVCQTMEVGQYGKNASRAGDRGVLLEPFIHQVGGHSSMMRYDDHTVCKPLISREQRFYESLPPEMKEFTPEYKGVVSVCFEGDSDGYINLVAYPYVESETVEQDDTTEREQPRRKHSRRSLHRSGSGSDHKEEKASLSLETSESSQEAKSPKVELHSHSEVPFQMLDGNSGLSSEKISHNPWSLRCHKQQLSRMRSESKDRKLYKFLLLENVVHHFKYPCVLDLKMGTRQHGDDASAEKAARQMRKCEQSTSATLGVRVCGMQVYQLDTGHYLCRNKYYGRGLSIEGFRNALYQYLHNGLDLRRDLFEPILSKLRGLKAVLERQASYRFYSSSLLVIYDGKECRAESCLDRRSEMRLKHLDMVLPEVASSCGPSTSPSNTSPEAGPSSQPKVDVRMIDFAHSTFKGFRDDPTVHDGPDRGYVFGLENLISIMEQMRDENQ
#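 ADP-Glo luminescence measures ADP made by human IP6K1 during a 2 h RT reaction with ATP/IP6 (mix at 1.3 mM/130 uM); top library doses 57.5 and 19.1 uM final.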
# SNCA expr inhib – inhibitors of alpha-synuclein (SNCA) gene expression; HEK-293 SNCA-luciferase knock-in, luminescence, 24 h; Potency, µM (highest dose often 57.2 µM), for the others: at the highest dose activity change, negative = inhibition, usual class: inhibitors; 0.17% of 140,000 active;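 note: potency is the fitted concentration of half-maximal effect; plate controls were DMSO cells for no effect and cell-free wells for full effect; nearly all actives have a fitted effect of over 45% in size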
# HEK293 tox – cytotoxic compounds in HEK 293 cells | HEK 293 viability, ATP luminescence (CellTiter-Glo), 48-72 h | Potency, µM (top dose mostly 115 µM), for inactives: at the top dose activity change, negative = cytotoxicity, hits mostly inhibitors | AID 1345083 | 6.6% of 94,000 active; note: potency is the fitted concentration of half-maximal effect; nearly all actives have a fitted effect of over 60% in size
#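 250 HEK 293 cells/well; compound by pintool; incubated 48 or 72 hr at 37 degree Celsius; CellTiter-Glo added, 10 min RT, luminescence imaged.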
# HEK293 viab – cell viability loss counter-screen | HEK-293-SNCA-luc viability, GF-AFC fluorescence, 24 h | Potency, µM (highest dose often 57.1 µM), inactives show at the highest dose activity change, negative = cytotoxicity, usual class: cytotoxic | 0.12% of 150,000 active | AID 1671193;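 note: potency is the fitted concentration of half-maximal effect; 0% = DMSO-treated cells and -100% = medium-only wells without cells; nearly all actives have a fitted effect of over 30% in size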
#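 Cytotoxicity counterscreen: after 24 h compound treatment of genome-edited SNCA-luciferase HEK-293 cells, live-cell protease substrate GF-AFC read by fluorescence after 30 min; activity scaled between DMSO (0%) and medium-only (-100%), curves Hill-fitted.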
# FLuc inh – blocks purified firefly luciferase enzyme activity; purified P. pyralis luciferase, luminescence, biochemical; 2.5% of 76,000 active; AID 1347043; Potency, µM (doses to about 115 µM), for inactives: at the top dose activity change, negative = inhibition, hits mostly inhibitors; note: potency is the fitted concentration of half-maximal effect; nearly all actives have a fitted effect of over 65% in size
#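 Inhibitors were tested against purified firefly luciferase in a biochemical, low-substrate format (both substrates at 10uM) and luminescence measured with a CCD imager.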
# 3T3 cytotox – NIH 3T3 cell cytotoxicity. NIH 3T3 viability, CellTiter-Glo ATP luminescence, 48-72 h. 4.3% of 94,000 active. Potency, µM (series often up to 96.7 µM), for inactives: top-dose activity change, negative = cytotoxicity, most hits filed as inhibitors; note: potency is the fitted concentration of half-maximal effect; nearly all actives have a fitted effect of over 55% in size
#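 Mouse fibroblast NIH 3T3 cells, 400 per well, received compound via pintool and were incubated for 48 or 72 hr prior to CellTiter-Glo ATP luminescence measurement.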
# GPT2 inh – inhibitors of human GPT2 alanine aminotransferase. Q8TD30. Potency, µM (series often up to 57.7 µM), for inactives: top-dose activity change, negative = inhibition, hits mostly inhibitors. AID 1671188. Recombinant GPT2, coupled pyruvate oxidase/HRP Amplex Red fluorescence. 0.25% of 100,000 active; note: potency is the fitted concentration of half-maximal effect; nearly all actives have a fitted effect of over 60% in size; many of its hits are not listed in these tables
# Target sequence (Q8TD30 whole entry, looked up): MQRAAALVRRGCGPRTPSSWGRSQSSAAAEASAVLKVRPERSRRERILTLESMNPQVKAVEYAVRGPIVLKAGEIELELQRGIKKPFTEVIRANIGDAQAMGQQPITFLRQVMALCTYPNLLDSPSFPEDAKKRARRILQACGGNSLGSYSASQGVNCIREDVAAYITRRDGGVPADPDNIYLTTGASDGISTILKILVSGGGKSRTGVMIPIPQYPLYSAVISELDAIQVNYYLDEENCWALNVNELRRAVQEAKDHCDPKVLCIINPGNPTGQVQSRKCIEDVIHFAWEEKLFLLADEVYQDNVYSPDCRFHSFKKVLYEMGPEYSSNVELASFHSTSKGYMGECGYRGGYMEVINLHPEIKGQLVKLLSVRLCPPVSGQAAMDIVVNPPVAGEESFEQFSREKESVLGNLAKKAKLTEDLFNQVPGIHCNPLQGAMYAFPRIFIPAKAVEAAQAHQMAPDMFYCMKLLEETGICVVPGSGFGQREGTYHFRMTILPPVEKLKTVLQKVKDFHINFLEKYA
#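 GPT2 10ng/uL, a-KG 250uM, L-Ala 2mM, HEPES pH7.5 + 0.0001% Tween; 30 min RT. Then Amplex mix (PO/HRP/ThPP), 30 min RT dark, fluorescence. AOA 50uM used as positive control.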
# * hit, by the source's call; i = inactive; ? = inconclusive; · = not tested or not shown; [ ] = dose if it differs, or a comment. Unless noted, calls come from the whole dose curve; as a rule, active = well fitted curve in the direction sought with a large enough effect; inconclusive = small, poorly fitted or top-dose-only effect, or another doubt; inactive = no such curve, though single readings can be large; an effect the other way counts as inactive or inconclusive. Unless noted, % is set by controls: 0 for no effect and ±100 for the full control effect. The order is random (roughly 7.8% active in at least one column).
structure	IP6K1 inh	SNCA expr inhib	HEK293 tox	HEK293 viab	FLuc inh	3T3 cytotox	GPT2 inh
COc1ccc(-c2nc(CNC(=O)Nc3ccccc3)c(C)o2)c(OC)c1	5	7%	·	-12%	·	·	·
CC(C)[C@H]1CN(Cc2ccccc2C#N)C[C@@H]1NC(=O)C1CCOCC1	5	4%	-22%	0%	0%	-15%	2%
Clc1ccccc1CN1CC[C@H](c2nnc(-c3ccccc3)o2)C1	-7	29%[87.6 µM]	-18%[172 µM]	1%[87.6 µM]	-24%[172 µM]	-25%[174 µM]	4%[88.5 µM]
O=C1Nc2ccccc2O[C@H]2C[C@@H]1N(Cc1nccs1)C2	-1	1%[87.6 µM]	-1%[172 µM]	7%[87.6 µM]	-1%[172 µM]	0%[138 µM]	-7%[88.5 µM]
CCc1ccc(C2N3CC4(C)CN2CC(c2ccccc2)(C3)C4=O)cc1 (configuration not stated)	40	-14%	·	6%	·	·	·
Cc1ccc(CNC(=O)c2cc(S(=O)(=O)N3CCCC(C)C3)cn2C)cc1 (configuration not stated)	32	?	·	-10%	·	·	·
O=C(N1CCCC1)C1(CCO)CC12CCOCC2 (configuration not stated)	3	5%	3%	-1%	2%	-9%	-10%
CCNC(=O)N1CCCC(Cc2ncc(C)n2CC2CC2)C1 (configuration not stated)	0	4%	-22%	-7%	-4%	-13%	i
Cc1cn2nc(C(=O)N3CCN(c4ccccc4F)CC3)cc2c(N2CCCC2)n1	0	?	6%	1%	9%	4%	i
COCCOCC(=O)N1CC(Oc2ccc(-c3nc(C)no3)cc2)C1	-1	-6%	1%	6%	0%	-3%	i
CCOCc1nc(C2CCCN(C(=O)c3ccc(OCC)cc3)C2)no1 (configuration not stated)	42	25%	-14%	6%[12.5 µM]	-6%	-15%	-9%
CC(C)NC(=O)CC(=O)Nc1ccc2nc3n(c(=O)c2c1)CCCCC3	3	31%[activator]	·	0%	·	·	·
CCNC(=O)Cc1ccc(N(Cc2cccc(F)c2)C(=O)c2ccco2)cc1	-1	11%	?	2%	-3%	-17%	i
COCC(=O)N1CCC(Oc2nccnc2N2CCOCC2)C1 (configuration not stated)	1	-29%	11%	7%	3%	i	i
Cc1cccc(S(=O)(=O)N2[C@@H]3CC[C@H]2CC(NC(=O)c2ccncc2)C3)c1 (some centres not stated)	11	-12%	-32%	2%	-10%	-22%	i
Cn1cc(-c2cnn3c(N)c(Br)c([C@@H]4CCCNC4)nc23)cn1	-5	·	·	-38%	·	·	-8%
Cc1ccc(C)c(N2CCN(CCCNC(=O)Cn3c(-c4cccs4)cc4ccccc43)CC2)c1	-8	?	·	-26%	·	·	·
COCC(=O)Nc1ccc(-c2noc([C@@H]3CCCN3Cc3ccc(F)cc3)n2)cn1	7	0%[87.6 µM]	?	-12%[87.6 µM]	-4%[172 µM]	-18%[174 µM]	0%[88.5 µM]
O=C(Cn1c(=O)n(-c2ccc(F)cc2)c(=O)c2sccc21)Nc1cccc(C(F)(F)F)c1	16	-23%	·	?	·	·	·
O=C(CCNc1c(-c2cccc(F)c2)nc2cnccn12)NCc1ccc(Cl)cc1	5	5%	?	?	4%	-29%	?
CC(C)Cn1nc2n(c1=O)CCN(S(=O)(=O)c1cc(F)ccc1F)CC2	-5	-14%	-3%	-2%	13%	-10%	2%
CN(C)c1ccc(C(=O)NC2CCN(c3cnn(C)c(=O)c3)CC2)cc1	17	17%	-10%	1%	-4%	-8%	i
O=C(NCC(c1cccnc1)N1CCOCC1)C(=O)Nc1ccc(Cl)cc1 (configuration not stated)	5	11%	·	4%	·	·	·
NS(=O)(=O)c1ccc(CCNC(=O)c2nc(SCc3ccccc3F)ncc2Cl)cc1	-6	4%	·	-5%	·	·	·
CC(C)Cc1cc(C[C@@H]2C[C@H](NC(=O)c3ccco3)C2(C)C)no1	15	-8%[87.6 µM]	71µM*	-24%[87.6 µM]	-6%[172 µM]	?	-22%[88.5 µM]
CCN1C(=O)C2CC3(CCN(C(=O)c4nn(C)c5ccccc45)CC3)CN2C1=O (configuration not stated)	-12	2%	-19%	2%	-16%	?	-10%
O=C(Nc1ccc(F)c(Cl)c1)C1=NO[C@@H]2CN(CCc3ccccc3)C[C@H]12	9	-14%[87.6 µM]	112µM*	-3%[87.6 µM]	2%[172 µM]	?	-12%[88.5 µM]
Cc1cc(O)c(C(c2ccccc2)N2CCN(c3ccccc3F)CC2)c(=O)n1Cc1ccco1 (configuration not stated)	-6	8%	·	-4%	·	·	·
CCOC(=O)C1CCCN(C(=O)c2nc3sccn3c2-c2ccc(F)cc2)C1 (configuration not stated)	14	-5%	-20%	-3%	·	-25%	i
CC1Oc2ccc(NC(=O)c3ccc(F)cc3)cc2CN(Cc2ccc3c(c2)OCO3)C1=O (configuration not stated)	-6	10%	?	9%	-11%	?	-7%
CCCNC(=O)N1CCC(OC2CCN(S(C)(=O)=O)CC2)CC1	14	34%[activator]	2%	8%	13%	3%	i
COc1ccc(OC)c(S(=O)(=O)N2CC(N3CC(C(=O)N4CCCC4)CC3=O)C2)c1 (configuration not stated)	21	-12%	2%	6%	·	-16%	5%
CC(C)C(=O)NCC12CCCC=C1N(CC1CC1)C(=O)CC2 (configuration not stated)	-5	14%	i	?	·	-9%	3%
CCC(CC)C(=O)N1CCc2cc(OC)c(OC)cc2C1COc1ccc(F)cc1 (configuration not stated)	16	5%	·	2%	·	·	·
Cc1cc(-c2nc3ncccc3o2)ccc1NC(=O)COc1ccc(C(C)(C)C)cc1	-3	-14%	·	4%	·	·	·
CN(C)C[C@H]1O[C@@H](CO)[C@@H](O)[C@H]1N1CCN(c2cccc(C(F)(F)F)c2)CC1	1	-7%	-16%	5%	-13%	-17%	?
O=C1CCCCC(C(=O)NCC2CCCCC2)N1 (configuration not stated)	9	-16%	18%	12%	3%	-8%	i
Cc1ncsc1CCCNc1nc(-c2ccccn2)nc2c1CCNCC2	-1	?	-22%	-16%	-6%	-15%	-6%
CC1(C(=O)NCc2cc(F)cc(F)c2)CCOCC1	-17	-12%[87.6 µM]	i	5%[87.6 µM]	·	i	-10%[88.5 µM]
COc1ccc(OC)c(C2CC(=O)Nc3ccc4ccccc4c32)c1 (configuration not stated)	0	14%	·	3%	·	·	·
Cc1oc(-c2ccc(C(=O)NCc3ccc(N(C)C)cc3)cc2)nc1COc1ccccc1	-25*	15%	·	-6%	·	·	·
CC(C)OCCCNC(=O)C1CCCN(S(=O)(=O)c2cn(C)cn2)CCC(=O)NCC1 (configuration not stated)	12	8%	i	2%	3%	i	i
CCn1c(=O)c2c(nc3n2CCN3c2ccc(OC)cc2)n(C)c1=O	13	44%[activator]	·	11%	·	·	·
CC1(C)C(=O)N(CCN2CCC(C(=O)c3ccc(F)cc3)CC2)c2ccccc21	·	50%[activator]	·	2%	·	·	0%
CCCCNC(=O)CSc1nc2nc(C)c(Cc3ccccc3C)c(C)n2n1	21	28%	·	12%	·	·	·
COCCN(CCOC)S(=O)(=O)c1ccc(C(=O)Nc2sc3c(c2C(=O)OC)CCN(C)C3)cc1	2	?	·	4%	·	·	·
CC(=O)NC1CC2(CCN(Cc3ccc(O)cc3)CC2)c2ccccc21 (configuration not stated)	4	14%	3%	1%	·	i	-4%
COc1ccccc1CC(=O)NCC(=O)N1CCN(c2ccccn2)CC1	7	5%	-33%	2%	-9%	-15%	i
O=C(NC[C@H]1COCc2nc3ccccc3n21)c1ccc(Cl)cc1	-12	-3%[87.6 µM]	?	-3%[87.6 µM]	-21%[172 µM]	-22%[138 µM]	-3%[88.5 µM]
Cc1cnc(CCNC(=O)C2(c3ccccc3)CC2)n1CC1CC1	2	9%	-20%	-4%	·	-26%	-5%

# Next part.
structure	IP6K1 inh	SNCA expr inhib	HEK293 tox	HEK293 viab	FLuc inh	3T3 cytotox	GPT2 inh
CC(=O)N1CCc2cc(S(=O)(=O)NC(Cc3ccccc3)C(=O)NCc3ccccc3)ccc21 (configuration not stated)	17	3%	·	-7%	·	·	·
Cc1cccc(CNS(=O)(=O)c2csc(C(N)=O)c2)c1	-8	?	·	10%	·	·	·
Cc1ccc(C(Nc2ccccn2)c2ccc3cccnc3c2O)cc1 (configuration not stated)	-10	?	·	-19%	·	·	·
O=C(CCn1c(=O)c2cccn2c2cccnc21)NCc1ccccc1Cl	5	1%	·	3%	·	·	·
Cc1ccc(Cn2cc(-c3ccncc3)cc2C(=O)NC2CC2)cc1	6	258%[activator]	?	4%	45µM*	?	?
O=C(CCC1CCN(CCCn2cccn2)CC1)NC1CCN(Cc2ccccc2)C1 (configuration not stated)	-7	-20%	-28%	-11%	0%	-26%	-15%
COc1ccc(CCN2C(=O)N(c3ccc(F)cc3)C(=O)C2CC(=O)Nc2ccccc2)cc1OC (configuration not stated)	-13	39%[activator]	·	12%	·	·	·
COCCN1CCCCCC(O)c2cc(C(=O)N3CCCCCC3)ccc21 (configuration not stated)	1	-2%	?	-8%	2%	?	i
Cc1noc(C)c1S(=O)(=O)N1CC(c2nnc(C(C)C)o2)C2(CCOCC2)C1 (configuration not stated)	5	-14%	-6%	4%	-7%	-13%	-2%
CC(=O)N1CC2(Cc3ccccc3CN2C(C)=O)C1	16	20%[87.6 µM]	1%[172 µM]	15%[87.6 µM]	-8%[172 µM]	-1%[138 µM]	i
COc1ccc(CN[C@@H]2CCC[C@@H](C(=O)NCc3cc(F)cc(F)c3)CC(=O)N(C)C2)cc1	-18	-4%	-21%	5%	1%	-27%	i
CC(C)(Oc1nn(CCN2CCOCC2)c2ccccc12)C(=O)NCc1ccncc1	8	-15%[87.6 µM]	5%[172 µM]	4%[87.6 µM]	1%[172 µM]	?	-8%[88.5 µM]
CCOC(=O)Cc1c(C(=O)OCC)nnc2c(-c3ccccc3)c(C)nn12	3	-22%	·	8%	·	·	·
CC(C)CN(CC(C)C)C(=O)C1CCCN(S(=O)(=O)c2ccc3c(c2)oc(=O)n3C)C1 (configuration not stated)	-13	29%	·	-8%	·	·	·
